sPLA2-III inh = Blocks human group III sPLA2 activity. Q9NZ20. QFRET BODIPY PC-A2 liposome hydrolysis, fluorescence. inhibition, % at 12.2 µM. actives 0.56% (n = 370,000);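 active = inhibition above mean plus 3 SD of compounds lying within the high and low control bounds, cut at about 19% in these data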;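 note: 0% = median of test compound wells and 100% = no enzyme DMSO wells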
proKLK7 act = activators of human kallikrein-7 zymogen; purified proKLK7, EDANS-DABCYL substrate fluorescence; 100% is mature enzyme control, 0% vehicle; activation, % at 7 µM; actives 0.9% (n = 370,000); AID 652039;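 active = activation above the mean of all tested compounds plus 3 SD, computed per campaign excluding outliers beyond control limits, cut at about 13% in these data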
Target sequence (P49862 whole entry, looked up): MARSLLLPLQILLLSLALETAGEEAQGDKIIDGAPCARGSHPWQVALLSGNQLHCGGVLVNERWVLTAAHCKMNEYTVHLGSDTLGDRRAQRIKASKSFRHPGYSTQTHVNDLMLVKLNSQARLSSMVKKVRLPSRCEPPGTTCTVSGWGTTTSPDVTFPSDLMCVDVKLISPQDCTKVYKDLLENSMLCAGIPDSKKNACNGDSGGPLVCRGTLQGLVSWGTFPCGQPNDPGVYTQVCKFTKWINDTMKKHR
DDE Tn6 FP inh = disrupts Tn6 cyclic peptide binding to fibrin D-Dimer-E complex | actives 0.21% (n = 370,000) | P02675 | inhibition, % at 8.3 µM | Fibrin DD(E) TRITC-Tn6 fluorescence polarization displacement;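 active = inhibition above a per-campaign cutoff: mean of compounds within control limits plus 3 SD, cut at about 15% in these data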;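 note: 0% = median of all compound wells on the plate and 100% = blocking peptide control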
ASAP1 inh = blocks human ASAP1-stimulated Arf1 GTP hydrolysis; actives 0.19% (n = 360,000); inhibition, % at 16.5 µM; GDP FP detection; AID 624377; Q9ULH1; in the data active = inhibition above about 25%;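 note: 0% = vehicle with enzyme and substrate and 100% = no enzyme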
Target sequence (Q9ULH1 325-724 limits assumed): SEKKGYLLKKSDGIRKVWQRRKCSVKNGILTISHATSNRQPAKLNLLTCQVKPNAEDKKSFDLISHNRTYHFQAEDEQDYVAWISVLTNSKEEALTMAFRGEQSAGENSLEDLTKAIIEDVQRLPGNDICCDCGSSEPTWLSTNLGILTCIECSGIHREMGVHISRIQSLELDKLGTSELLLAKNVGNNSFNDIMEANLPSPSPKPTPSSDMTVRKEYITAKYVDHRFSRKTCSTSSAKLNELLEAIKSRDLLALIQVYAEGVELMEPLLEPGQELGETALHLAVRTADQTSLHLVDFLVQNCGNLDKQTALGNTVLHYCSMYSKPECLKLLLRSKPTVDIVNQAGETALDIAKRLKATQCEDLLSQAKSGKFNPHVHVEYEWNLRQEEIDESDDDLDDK
NPR1 activator = GC-A (human) enzyme activation | actives 0.14% (n = 370,000) | HEK293 GC-A cells, cGMP TR-FRET, EC30 ANP; 0% at EC30 ANP, 100% saturating ANP | P16066 | activation, % at 10 µM | AID 1671463; in the data active = activation above about 40%
NPR2 activator = GC-B (human) receptor activation | P20594 | HEK293-GC-B cells, CNP EC30, cGMP TR-FRET; 0% at EC30 CNP, 100% saturating CNP | activation, % at 10 µM | actives 0.11% (n = 370,000) | AID 1920062;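 active = activation at 10 µM reaching about 35% in either raw or pattern-adjusted values, limit read from the data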
ARFGAP1 inhibitor = rat ARFGAP1 inhibition; inhibition, % at 16.5 µM; Arfgap1-stimulated ARF1 GTP hydrolysis, GDP FP detection; actives 0.26% (n = 360,000); Q62848; AID 651572;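 active = inhibition above a per-plate limit, mean inhibition of low control wells plus 3 SD, cut at about 25% in these data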;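 note: 0% = DMSO wells with enzyme and 100% = wells lacking Arfgap1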
Target sequence (Q62848 1-136 limits assumed): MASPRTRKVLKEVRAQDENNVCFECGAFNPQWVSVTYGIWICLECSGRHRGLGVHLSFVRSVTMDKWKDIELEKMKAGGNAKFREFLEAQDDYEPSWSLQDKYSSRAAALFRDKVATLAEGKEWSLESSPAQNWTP
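Material: rat Arfgap1 GAP domain (His6, aa 1-136), purified enzyme. Also added: human ARF1(Δ1-17)-GTP substrate. Compound dosing: 16.5 µM single point, 1.26% DMSO. Timing: enzyme reaction 120 min at 25 °C after 20 min preincubation. Signal: GDP detection by fluorescence polarization. Read-out basis: percent inhibition of GAP-stimulated GDP formation, scaled between DMSO and no-Arfgap1 medians.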
GAA850 FXN act = activators of GAA850 frataxin (FXN) promoter; HEK293 lucGAA850 FXN promoter luciferase reporter, 24 h; percent of 10 µM SAHA response; AID 540364; actives 0.56% (n = 360,000); activation, % at 6 µM;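 active = activation above the average of all compounds screened plus 3 SD, cutoff fixed separately per campaign, cut at about 7.5% in these data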;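 note: 0% = DMSO wells and 100% = 10 µM SAHA wells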
ADAM10 inh = ADAM10 inhibition, QFRET primary screen | actives 0.62% (n = 370,000) | recombinant ADAM10, EDANS/DABCYL FRET peptide cleavage, 3 h | O14672 | AID 720582 | inhibition, % at 7 µM;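 active = inhibition above a per-campaign cutoff equal to the mean of compounds falling between control-based bounds plus 3 SD, cut at about 20% in these data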;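 note: 0% = DMSO wells while the 100% control is not disclosed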
rCAG binder = r(CAG) repeat RNA binding. TO-PRO-1 dye displacement fluorescence. actives 1.3% (n = 370,000). inhibition, % at 3 µM;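 active = inhibition above the plate cutoff, the mean of all test compounds on that plate plus 3 SD, cut at about 35% in these data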;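 note: 0% = DMSO alone and 100% = 100 µM mitoxantrone as full dye displacement; higher means more dye released from RNA so lower well fluorescence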
* = called active by the depositor; nt = not tested or not shown.

SMILES	sPLA2-III inh	proKLK7 act	DDE Tn6 FP inh	ASAP1 inh	NPR1 activator	NPR2 activator	ARFGAP1 inhibitor	GAA850 FXN act	ADAM10 inh	rCAG binder
CN(C(=O)COC(=O)c1ccc(Cl)c(S(=O)(=O)N2CCCCCC2)c1)C1CCS(=O)(=O)C1 (stereo not drawn)	0	0.2	-4	4	2	2	6	0.1	-2	0
CC(C)/C=C/CN1CCC(Oc2ccc(C(=O)N3CCCC3)cc2)CC1	-6	0.2	-1	4	-1	0	-3	2.3	-3	-9
N#CCCN(C(=O)CN1CCN(S(=O)(=O)c2ccc3c(c2)OCCO3)CC1)c1ccc(F)cc1	-8	-0.2	3	3	-6	1	-9	0.2	-4	3
CC(=O)CSc1cc(-c2ccccc2)nc2ncnn12	-15	0.5	4	-12	10	7	9	-0.1	-1	-5
Cc1ccc2nc(C3CCCN(C(=O)NCc4ccccc4)C3)[nH]c2c1 (stereo not drawn)	6	0.2	8	6	0	8	9	-0.9	-2	3
Cc1ccc(-c2cnc(NCc3cc4c(cc3[N+](=O)[O-])OCO4)n2C)cc1C	-1	-0.6	-6	6	-2	-8	-7	-0.7	10	8
COc1cc(OC)cc(-c2c(-c3cccs3)c3cc(-c4cc(OC)c(OC)c(OC)c4)ccc3n2C)c1	4	-0.5	2	-1	-1	4	-11	-0.4	-20	7
O=C(CC1C(=O)N(c2ccccc2)C(=O)N1Cc1ccco1)Nc1ccccc1 (stereo not drawn)	-5	0.3	-12	-15	0	6	2	0.1	-10	0
CC/S(C)=N/S(=O)(=O)c1ccc(C)cc1 (stereo not drawn)	5	0.3	7	1	4	-2	-4	-0.8	-7	-2
C#CCOCCOCCOCCNc1nc(N2CCN(C(=O)Cn3cc(CCO)nn3)CC2)nc(N2CCN(C(=O)Cn3cc(CCCCN)nn3)CC2)n1	0	-0.5	3	-4	3	1	-1	1.3	-3	-5
COc1ccc([N+](=O)[O-])cc1NC(=O)C(C)Sc1ccc(C)cc1 (stereo not drawn)	-9	-0.8	1	-6	-6	3	-3	0.9	-3	2
CSc1nc(C)cc(NC(N)=O)n1	-4	-0.2	5	-5	-3	2	10	3.4	2	9
CCNC(=S)N1CCN(c2ncccn2)CC1	-1	0.4	3	-4	3	3	6	-1.7	0	0
CC(C)CNc1ncnc2c1ncn2[C@H]1CN(Cc2ccc(-c3ccccc3)cc2)C[C@@H](CO)O1	-18	-0.4	-13	8	2	-5	5	-3.6	-2	6
CC(=O)c1ccc(NC(=O)CSc2nnc(Cn3cnc4ccccc43)o2)cc1	-1	0.0	-9	-5	1	2	-5	0.3	5	3
CC(C)Cn1c(SCC(=O)NCc2ccc(Cl)cc2)nnc1-c1cccc(S(=O)(=O)N2CCOCC2)c1	-10	-0.6	-7	-8	3	-4	-3	4.4	-7	-5
c1ccc(CN2CCN(c3nc4ccccc4c4ccccc34)CC2)cc1	-7	-3.7	1	-5	-4	-10	4	-1.6	-31	4
CC(C)(C)C(=O)Nc1ccc(S(=O)(=O)N2CCC(c3nc4ccccc4[nH]3)CC2)cc1	3	-0.2	18*	3	-4	3	7	-1.7	-7	1
Cc1ccccc1OCc1nc2ccccc2c(=O)n1/N=C/c1ccco1	5	0.7	-2	-17	4	1	6	1.7	-1	2
CCc1nnc(NC(=O)CCC(=O)N2CCCC(O)C2)s1 (stereo not drawn)	7	-0.5	1	-4	3	4	-2	0.1	-13	0
Cc1cc(NC(=O)CSc2n[nH]c(N)n2)no1	-4	-0.4	6	-12	5	1	-11	0.2	-3	2
CCCCc1nnc(NC(=O)c2ccc(-n3cncn3)c([N+](=O)[O-])c2)s1	10	0.2	5	-2	2	-6	-19	-1.6	5	17
Cc1ccc(S(=O)(=O)N=N/C=C2\C=CC=CN2O)cc1	0	-0.3	-3	17	0	2	-3	-1.0	-8	1
O=C(CCNS(=O)(=O)c1ccc(Br)cc1)N1CCN(c2ccccc2O)CC1	-19	0.2	-8	-2	0	-4	10	-0.1	-6	2
CCN(CC)CCNC(=O)C(C(=O)c1ccccc1)n1ccccc1=O (stereo not drawn)	-3	-0.2	2	11	3	-2	4	-0.2	-6	1
O=C1CCCC/C1=C\Nc1ccc(Cl)cn1	-2	0.6	6	-3	1	-2	8	4.7	-20	-3
O=C(COC(=O)c1ccccc1C(=O)N1CCN(c2ccccc2)CC1)NCc1ccccc1	-7	0.7	2	-3	-2	5	4	1.6	6	-16
COc1c(/C=N/Nc2ccc(C(=O)O)cc2)c(CCN(C)C(C)=O)cc2c1OCO2	3	-0.2	6	4	1	-1	-3	4.2	-1	1
O=C(O)c1cccc(Cn2c(Cl)c(/C=N/NC(=O)c3ccccc3Cl)sc2=O)c1	-12	0.7	4	6	2	-6	5	2.1	2	6
CCOc1ccc(S(=O)(=O)Nc2ccc(C(=O)NNC(=O)c3ccncc3)cc2)cc1	3	-0.5	-8	-6	2	4	6	1.0	-7	3
Fc1ccccc1NC(=S)Nc1ccc(CN2CCOCC2)cc1	5	0.1	3	9	2	-4	1	0.0	3	-2
CCOc1ccccc1NC(=O)CCS(=O)(=O)c1ccc(OC)cc1	13	-0.2	2	-1	2	0	11	2.5	2	-6
O=C(Cn1nc(CNc2ccc(Cl)cc2)[n+]2c1CCCCC2)c1ccc(Br)cc1	0	0.2	-4	7	6	1	-4	-0.7	-2	6
CCNC(=O)NC(=O)C(C)Sc1nnc(COc2ccccc2Cl)o1 (stereo not drawn)	-13	-0.1	6	4	3	-5	1	-0.5	3	2
COc1cc[n+]([O-])cc1[N+](=O)[O-]	0	0.2	-1	13	0	5	2	1.5	-4	1
Cc1ccc(S(=O)(=O)N2CCOCC2)cc1NC(=O)COC(=O)c1cnc(Cl)c(Cl)c1	2	-0.3	6	2	4	-8	4	0.9	-5	-4
COc1ccccc1OCCNc1cc(N2CCCCC2)ccc1[N+](=O)[O-]	0	-0.6	-1	1	6	6	-5	4.6	-1	-2
CCCCn1nnnc1SCC(=O)Nc1sc2c(c1C#N)CCCC2	8	0.1	8	6	-3	-4	3	-1.9	2	2
CCCCn1c(=O)c(C(=O)c2ccccc2)nc2ccccc21	-2	0.2	-6	-10	3	1	1	-0.7	-7	-4
C/C(=N/NC(=O)c1ccc(C)s1)c1cccc(NC(=O)c2ccoc2C)c1	-8	0.6	8	2	14	15	0	0.5	8	6
Cc1ccc(Oc2cc([N+](=O)[O-])cc3c2C(=O)Nc2ccccc2O3)cc1	-8	0.0	4	3	8	7	12	4.1	0	9
Cn1cc(C(=O)N2CCCCC2)c(=O)c2cc(S(=O)(=O)N3CCCC3)ccc21	2	0.3	2	-14	5	-8	-2	0.6	-7	-1
Cc1n[nH]c(=O)c2c(NC(=O)CSc3nnc(C4CC4)n3C)oc(C)c12	-4	-0.4	0	-1	0	0	3	-0.7	-3	2
CCSCc1nnc(SCC(=O)Nc2nc(C)cs2)n1C	-5	0.0	-2	-12	1	-1	-15	nt	-3	-3
CN(c1ccccc1)S(=O)(=O)c1ccc(NC(=O)c2ccc(-c3ccccc3)cc2)cc1	-1	-5.3	-2	15	-2	-1	9	-1.1	14	25
O=C(Cc1ccsc1)Nc1ccccc1F	0	-0.6	-2	-12	6	0	-11	0.4	-5	0
Cc1ccc(/C=C(\NC(=O)c2ccccc2)C(=O)NCC2CCCO2)o1 (stereo not drawn)	-3	0.9	3	-10	-2	2	7	0.4	-14	3
NS(=O)(=O)c1ccc(CNC(=O)c2csc3c2CCCC3)cc1	1	-0.6	-10	6	1	-4	10	3.0	3	3
Cc1ccc(NC(=O)c2cc(-c3ccccc3)nn2-c2ccccc2)cc1	-6	0.1	0	-4	1	-2	4	-2.4	8	2
NC1=NC[C@H](Cc2ccc(O)cc2)N1CCc1cc(C(F)(F)F)cc(C(F)(F)F)c1	-2	-0.1	2	20	-1	2	3	1.6	8	13
COc1cc([N+](=O)[O-])ccc1NC(=O)NN1CCN(C)CC1	-1	0.5	-3	1	2	1	7	1.0	-5	-1
CCCc1n[nH]c(=S)n1Cc1ccco1	22*	-0.5	0	3	-1	2	0	1.4	-14	-2
CCOc1ccc(-c2nc(CS(=O)(=O)CC(=O)NCc3ccc(F)cc3)c(C)o2)cc1	-11	0.6	-6	-13	-3	0	-10	0.1	-5	2
COc1ccc(-c2cn(-c3ccc(C)cc3C)c(=O)[nH]2)cc1OC	8	0.1	-2	-10	-1	-2	0	-1.2	-28	8
Cc1nc(SCC(=O)NCCN2C(=O)CSC2=O)nc(C)c1C	-5	-0.6	1	-19	2	1	11	-0.6	-7	3
N#CCCn1c(SCC(=O)N2CCN(S(=O)(=O)c3ccccc3)CC2)nc2ccccc21	1	0.0	4	-3	-1	-4	5	0.4	-1	1
O=C1OC2(c3ccccc31)c1ccccc1-c1ccccc12	12	0.5	4	-3	-3	-5	2	1.6	-11	5
O=C(NCC1CCCO1)c1cc(S(=O)(=O)N2CCOCC2)c(Cl)cc1Cl (stereo not drawn)	-5	0.0	-3	2	2	4	10	0.7	-4	-5
COc1ccc(CNc2nnnn2C)cc1	-4	0.1	-2	-7	5	8	5	-0.5	1	6
O=C(OC1CCOC1=O)c1ccc(CO)cc1 (stereo not drawn)	10	0.1	-6	1	1	-3	10	0.8	3	8
(further entries)
SMILES	sPLA2-III inh	proKLK7 act	DDE Tn6 FP inh	ASAP1 inh	NPR1 activator	NPR2 activator	ARFGAP1 inhibitor	GAA850 FXN act	ADAM10 inh	rCAG binder
CCOC(=O)c1cccc(NC(=O)c2ccc3c(c2)C(=O)N(CC2CCCO2)C3=O)c1 (stereo not drawn)	1	0.1	2	6	3	0	8	0.7	-1	-4
O=C(Oc1ccc(-c2ccccc2)cc1)N1CCOCC1	-1	-0.2	0	-4	4	1	-6	7.4	-2	-6
C/C(=N\c1nc2ccccc2n1C)c1cc(Cl)ccc1O	-1	0.3	1	-12	4	-7	-9	1.3	-4	2
CCOCC(=O)NCc1ccc2c(c1)cc(C)n2C	12	0.9	23*	1	0	0	-4	-1.0	-59	7
CCCCNC(=O)c1nc(C2CCN(S(=O)(=O)c3csc(C(=O)O)c3)CC2)oc1-c1ccccc1	-17	1.0	-2	-2	-1	-3	8	nt	3	44*
Cc1ccc(CNC(=O)CCNC(=O)c2ccc(Br)o2)cc1	-3	0.3	-3	18	3	10	3	1.6	-5	3
COc1cccc(C2SCC(=O)N2c2ccc(C)cc2)c1OC (stereo not drawn)	-6	0.1	2	2	-11	-3	-2	-0.9	5	-2
N#C/C(=C\c1ccc(N2CCCCC2)c([N+](=O)[O-])c1)c1nn(-c2ccccc2)c(N)c1C#N	0	0.3	2	4	3	2	-6	3.8	13	7

A draw from above in order of heavy-atom count, ascending.
SMILES	sPLA2-III inh	proKLK7 act	DDE Tn6 FP inh	ASAP1 inh	NPR1 activator	NPR2 activator	ARFGAP1 inhibitor	GAA850 FXN act	ADAM10 inh	rCAG binder
O=C(Oc1ccc(-c2ccccc2)cc1)N1CCOCC1	-1	-0.2	0	-4	4	1	-6	7.4	-2	-6
COc1cccc(C2SCC(=O)N2c2ccc(C)cc2)c1OC (stereo not drawn)	-6	0.1	2	2	-11	-3	-2	-0.9	5	-2
CCOC(=O)c1cccc(NC(=O)c2ccc3c(c2)C(=O)N(CC2CCCO2)C3=O)c1 (stereo not drawn)	1	0.1	2	6	3	0	8	0.7	-1	-4

Source: PubChem
